Bioassay records from PubChem BioAssay.
GRK2 aptamer HTS: human GRK2 inhibition via aptamer displacement; P25098; 330,000 compounds, 0.59% hits; inhibition of aptamer binding, % at 10 µM; bead flow cytometry, FAM-aptamer displacement from GRK2;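 active = inhibition of aptamer binding above 40%, roughly 3 SD of noise, on plates passing a quality check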;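 note: median bead fluorescence of bound FAM aptamer so fluorescent compounds give negative values; no value below 0 was filed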
CIT2 TOR yeast: alters CIT2-GFP fluorescence in TOR pathway yeast screen. S. cerevisiae CIT2-GFP strain, flow cytometry, 3 h; 100 means same as DMSO wells. GFP response vs DMSO, % at 10 µM. 320,000 compounds, 0.065% hits;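 active = GFP response relative to DMSO above a set limit, near the screen mean plus 3 SD, cut at about 150% in these data; inconclusive = Fewer than 70 cells measured for a yeast strain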;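 note: ratio of well median GFP fluorescence to mean of DMSO wells on the plate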
AGP1-GFP MLPCN: yeast TOR pathway AGP1-GFP modulation; S. cerevisiae AGP1-GFP multiplex flow cytometry, 3 h; GFP as percent of DMSO wells; GFP response vs DMSO, % at 10 µM; 320,000 compounds, 0.02% hits; AID 2066;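 active = GFP response relative to DMSO above a set limit, near screen average plus 3 SD, cut at about 150% in these data; inconclusive = fewer than 70 cells counted for the yeast strain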;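 note: median GFP channel fluorescence of the gated AGP1 strain per well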
CR mimetic SO: lowers age-related superoxide in aged yeast cells; 330,000 compounds, 0.18% hits; superoxide response (% of plate mean), % at 10 µM; S. cerevisiae aged cells, superoxide DHE fluorescence; hits give low values;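 active = superoxide response under a set limit, about three screen SD below normal, cut at about 65% in these data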;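 note: yeast aged for seven days with compound at 30 °C before DHE staining; 100% = average MFI of all compound-treated wells on the plate with controls excluded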
GLD-1 TGE inh: GLD-1-TGE RNA interaction inhibition (C. elegans). purified GLD-1 + fluorescein TGE RNA, fluorescence polarization. inhibition, % at 5.96 µM. 320,000 compounds, 0.44% hits. Q17339;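 active = percent inhibition above a per-plate cutoff, the plate mean of test compounds plus 3 SD, cut at about 30% in these data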;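 note: 0% = DMSO wells with GLD-1 and probe and 100% = wells lacking GLD-1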
Bcl-xL primary: blocks human Bcl-xL binding to Bim BH3 peptide; Q07817; GST-Bcl-xL / FITC-Bim BH3 peptide fluorescence polarization; inhibition, % at 10.9 µM; 320,000 compounds, 0.7% hits;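 active = inhibition above the mean of all tested compounds plus 3 SD, cutoff set per campaign, cut at about 30% in these data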;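 note: 0% = DMSO wells and 100% = unlabeled Bim-BH3 peptide competitor; inhibitors lower millipolarization by displacing the labeled peptide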
MCL1-BIM inh: disrupts human MCL1 binding to BIM-BH3 peptide; inhibition, % at 10.9 µM; 320,000 compounds, 0.68% hits; GST-MCL1 / FITC-Bim-BH3 fluorescence polarization;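 active = inhibition above the mean inhibition of all tested compounds plus 3 SD, set per campaign, cut at about 40% in these data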;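 note: 0% = DMSO wells and 100% = unlabeled Bim-BH3 peptide control; higher means more loss of mP so more displacement of Bim peptide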
MEX-5 binding: C. elegans MEX-5 TCR-2 RNA binding activity | MEX-5/FITC-TCR2 RNA binding, fluorescence polarization; hits give low values | activity score (negative = inhibition of binding), % at 10 µM | 300,000 compounds, 0.38% hits | AID 1832;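 active = inhibition past about -25% in most replicates, and total fluorescence under double the plate's negative control median, limit read from the data; inconclusive = replicates evenly split on the limit, or fluorescence at least double controls; inactive = too little inhibition in most replicates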;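 note: 0% = DMSO and -100% = 5 µM competing unlabeled TCR2 RNA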
VLA-4 inh: inhibition in a human VLA-4 binding assay. inhibition, % (about 7 µM as worked out from the volumes in the protocol). VLA-4 expressing cells, ligand binding flow cytometry. AID 2557. P13612. 330,000 compounds, 0.2% hits; in the data active = inhibition above about 50%
Target sequence (P13612 whole entry, looked up): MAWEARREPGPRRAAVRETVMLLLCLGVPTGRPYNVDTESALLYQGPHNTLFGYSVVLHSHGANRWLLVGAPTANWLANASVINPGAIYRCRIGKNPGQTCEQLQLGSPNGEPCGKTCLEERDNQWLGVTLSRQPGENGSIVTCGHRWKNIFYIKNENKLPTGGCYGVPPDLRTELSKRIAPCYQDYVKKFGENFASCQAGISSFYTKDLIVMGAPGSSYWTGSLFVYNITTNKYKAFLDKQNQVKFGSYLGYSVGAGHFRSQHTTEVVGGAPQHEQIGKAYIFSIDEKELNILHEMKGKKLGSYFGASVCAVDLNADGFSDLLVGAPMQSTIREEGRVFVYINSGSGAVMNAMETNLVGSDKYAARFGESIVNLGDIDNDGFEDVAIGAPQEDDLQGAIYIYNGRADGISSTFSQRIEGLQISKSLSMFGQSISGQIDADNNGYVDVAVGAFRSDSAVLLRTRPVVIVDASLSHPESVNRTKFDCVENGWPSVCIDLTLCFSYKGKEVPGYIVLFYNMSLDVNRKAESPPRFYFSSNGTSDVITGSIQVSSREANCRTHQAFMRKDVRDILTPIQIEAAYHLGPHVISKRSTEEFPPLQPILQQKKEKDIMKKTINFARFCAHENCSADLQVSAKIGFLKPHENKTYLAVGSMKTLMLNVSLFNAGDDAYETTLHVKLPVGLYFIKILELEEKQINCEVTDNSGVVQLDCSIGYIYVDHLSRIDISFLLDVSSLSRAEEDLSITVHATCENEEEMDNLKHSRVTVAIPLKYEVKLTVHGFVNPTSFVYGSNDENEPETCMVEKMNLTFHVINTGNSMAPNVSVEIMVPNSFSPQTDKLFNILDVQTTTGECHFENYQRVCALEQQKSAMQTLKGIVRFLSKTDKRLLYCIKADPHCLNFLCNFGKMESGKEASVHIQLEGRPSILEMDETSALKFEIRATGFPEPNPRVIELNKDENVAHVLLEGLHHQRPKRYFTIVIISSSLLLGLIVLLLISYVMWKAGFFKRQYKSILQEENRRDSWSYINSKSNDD
* hit, by the source's call; ? = inconclusive; . = no result given; [ ] = remark or other dose.

SMILES	GRK2 aptamer HTS	CIT2 TOR yeast	AGP1-GFP MLPCN	CR mimetic SO	GLD-1 TGE inh	Bcl-xL primary	MCL1-BIM inh	MEX-5 binding	VLA-4 inh
COc1ccc(C2NC(=O)CCC2[N+](=O)[O-])cc1 (centres undefined)	.	97	95	105	1	4	10	-2.3	4
NS(=O)(=O)c1ccc(CNC(=O)CCC2CCCCC2)cc1	2	104	106	105	0	0	4	-2.0	-16
COCCC(=O)N1CCC(n2nccc2NC(=O)CCc2ccccc2)CC1	2	91	95	104	3	1	-3	0.7	-3
O=C(NC1CC1)c1cccc(S(=O)(=O)N2CCOCC2)c1	0	103	113	95	6	4	6	.	40
CCC(C)C(NC(=O)c1ccccc1NC(=O)c1ccco1)C(=O)NC1CCCCC1 (centres undefined)	5	115	51	91	2	-2	-8	-0.4	3
COCCn1c(=S)[nH]c2cc(C(=O)NCC3CCCO3)ccc2c1=O (centres undefined)	0	103	100	96	2	1	1	-2.2	5
Cc1cccc(Nc2nnc(SCC(=O)NC3CCCc4ccccc43)s2)c1 (centres undefined)	1	103	106	90	4	9	17	0.4	11
CC(C)(C)c1nc(NC(=O)Nc2ccccc2)sc1Br	0	95	99	95	4	-3	-12	-3.6	8
COc1cc(OC)c(/C=N/NC(=O)COc2cccc3cccnc23)c(OC)c1	.	101	103	86	0	3	11	4.8	13
COCCNC(=O)c1cn(C)c2ccc(S(=O)(=O)N(C)C3CCCCC3)cc2c1=O	1	100	104	106	-1	0	-5	.	-5
O=C(Nc1cccc(Oc2c(F)c(F)c(F)c(F)c2F)c1)N1C[C@@H]2C[C@@H](C1)c1cccc(=O)n1C2	0	98	104	91	0	0	4	-0.3	-12
O=C(c1cc(F)ccc1F)C1CCCN(Cc2cccn2-c2ccccn2)C1 (centres undefined)	0	115	111	96	2	1	-2	0.3	3
CC(=O)Nc1sc2c(c1C(N)=O)CCC2	0	100	103	104	7	-1	-3	-0.5	-1
C=CCn1c(Cc2ccc(OC)cc2)nnc1SCc1nc2ccccc2c(=O)[nH]1	0	102	96	113	6	0	-1	-0.9	-12
COc1ccccc1Nc1c([N+](=O)[O-])cncc1[N+](=O)[O-]	2	92	98	102	-2	6	4	1.0	13

3 structures already listed, arranged by count of non-hydrogen atoms, ascending:
SMILES	GRK2 aptamer HTS	CIT2 TOR yeast	AGP1-GFP MLPCN	CR mimetic SO	GLD-1 TGE inh	Bcl-xL primary	MCL1-BIM inh	MEX-5 binding	VLA-4 inh
CC(C)(C)c1nc(NC(=O)Nc2ccccc2)sc1Br	0	95	99	95	4	-3	-12	-3.6	8
O=C(c1cc(F)ccc1F)C1CCCN(Cc2cccn2-c2ccccn2)C1 (centres undefined)	0	115	111	96	2	1	-2	0.3	3
COCCNC(=O)c1cn(C)c2ccc(S(=O)(=O)N(C)C3CCCCC3)cc2c1=O	1	100	104	106	-1	0	-5	.	-5

(list continues)
SMILES	GRK2 aptamer HTS	CIT2 TOR yeast	AGP1-GFP MLPCN	CR mimetic SO	GLD-1 TGE inh	Bcl-xL primary	MCL1-BIM inh	MEX-5 binding	VLA-4 inh
COc1ccccc1Nc1nn2c(=O)c3ccc(C(=O)N4CCC(C)CC4)cc3nc2s1	1	95	99	105	7	3	1	0.5	0
CCn1c(=O)n(CC)c2cc(S(=O)(=O)N3CCCCC3)c(C)cc21	3	105	102	131	-1	-3	-1	.	4
Cc1cc(C(=O)NC2CC2)c2ccccc2n1	0	103	108	99	4	4	-3	2.7	-1
CC(C)C(CCN1C(=O)CCC1=O)C1CCOC(C)(C)C1 (centres undefined)	0	93	91	108	3	2	7	-2.0	19
CCCC(=O)C1CCN(Cc2ccccc2)CC1	1	103	107	100	7	11	9	-1.8	-5
CC(=O)NN1C(=O)c2ccccc2NC1c1ccccc1O (centres undefined)	1	104	98	102	0	7	9	-0.1	-7
Cc1ccc(Nc2ncnc3c2nnn3Cc2ccccc2)cc1	0	87	104	102	-1	-1	1	1.3	-3
O=C(CCNC(=O)c1ccccc1Cl)Nc1cc(S(=O)(=O)N2CCOCC2)ccc1N1CCOCC1	6	90	99	99	0	-6	-2	1.9	-1
NC(=O)c1ccccc1NS(=O)(=O)Cc1ccc(Cl)cc1	0	105	96	89	-3	-2	0	-2.5	-1
CCOC1CCc2c(C)nc(N)nc2S1 (centres undefined)	1	94	94	115	3	0	-1	0.8	6
CCc1c(C)nc2ncnn2c1Nc1ccc(C(C)=O)cc1	0	98	104	96	7	8	4	-2.8	-3
CCN(CC)S(=O)(=O)c1ccc(N2C(=O)CC2(/C=C/c2ccccc2)C(=O)NC2CCCC2)cc1 (centres undefined)	0	104	103	123	3	-2	1	-2.1	-3
Cc1cccc(CCN2C(N(C)C)=NC[C@@H]2CC(C)C)c1	0	101	106	104	-7	5	0	.	29
Nc1nonc1OCCc1ccccc1	0	113	108	97	2	4	5	0.1	17
O=C(NC1CC1)C1=C[C@@H](c2ccccc2)C[C@@H](OCc2ccc(CO)cc2)O1	0	87	93	101	-5	6	6	3.5	26
CCC1(C)Cc2c(sc3nc(SC)nc(NCCN(C)C)c23)CO1 (centres undefined)	0	94	99	91	-4	2	5	1.1	14
COc1ccccc1CN1CCN(S(=O)(=O)c2ccccc2)CC1	6	102	103	93	1	8	0	-2.1	13
CCn1c(SCC(=O)NCc2ccco2)nc2c1c(=O)n(C)c(=O)n2C	0	103	105	99	0	2	7	0.2	2
Cc1nc2nc(-c3ccc(Cl)cc3)[nH]n2c(=O)c1Cc1ccccc1	4	96	94	104	1	8	5	0.8	2
c1ccc(CNCCC(Cc2ccccc2)c2ccco2)cc1 (centres undefined)	0	101	104	99	3	5	7	1.3	24
O=C(CSc1ccccc1)Nc1ccccc1C(=O)N1CCCC1	1	92	95	109	-2	3	9	-2.5	8
O=C(Cn1ccc2ccccc2c1=O)NCCC(=O)N1CCN(C(=O)c2ccco2)CC1	2	89	95	110	10	4	2	.	0
Cn1c(=O)c(C(=O)COc2ccc(F)cc2Cl)c(N)n(Cc2ccccc2)c1=O	3	96	80	106	3	-5	-10	-0.1	3
NC(=O)c1nsc(C(=O)N(Cc2cccnc2)C(C(=O)NC2CCCCC2)c2ccc(F)cc2)c1N (centres undefined)	2	108	98	95	13	3	3	0.7	0
Cc1ccc(N(C(=O)CNC(=O)c2ccco2)C(C(=O)NC2CCCC2)c2ccncc2)cc1 (centres undefined)	0	?	15[may fluoresce violet]	102	5	3	-5	2.4	-11
CCOc1cc(C2C(C(=O)c3ccc(C)o3)=C(O)C(=O)N2CCc2ccccc2)ccc1O (centres undefined)	0	98	102	89	-2	4	1	-3.3	7
CC1(C)CC(NC(=O)c2ccc(Cl)c(S(=O)(=O)N(Cc3ccccc3)c3ccccc3)c2)CC(C)(C)N1	0	96	102	103	0	2	0	1.8	6
CC(C)C(=O)Nc1cc(S(=O)(=O)Nc2ccc(Cl)cc2)ccc1Cl	0	100	101	107	-12	-5	-3	-1.8	2
CN(C(=O)COC(=O)c1ccccc1SCC(=O)N1CCCC1)c1ccccc1	3	118	96	112	-4	-2	2	-0.5	-21
Cc1cccc(N2CCN(C(=O)CCNS(=O)(=O)c3ccc4c(c3)oc(=O)n4C)CC2C)c1 (centres undefined)	2	112	114	94	7	6	6	0.9	8
N#CCC(=O)N/N=C/c1cn(Cc2ccc(Cl)c(Cl)c2)c2ccccc12	5	95	98	92	0	-10	-12	-1.2	6
Cc1cc(C)c(S(=O)(=O)NCC(=O)NCc2ccco2)c(C)c1	1	97	114	97	3	5	5	1.6	16
CCSc1nnc(NC(NC(=O)c2ccco2)(C(F)(F)F)C(F)(F)F)s1	0	108	106	103	7	6	1	-1.8	-5
O=c1oc2c3c4c(cc2c(C(F)(F)F)c1CCN1CCOCC1)CCCN4CCC3	0	101	109	94	65*	107*	122*	?	-151
COc1ccc(CN(C)C(=O)c2ccc(OCC(=O)Nc3cccc(C(F)(F)F)c3)c(OC)c2)c(OC)c1	0	96	108	104	1	2	3	1.7	-6
Cc1cccc(C)c1NC(=O)NCCSc1snnc1C	1	95	94	98	-5	7	8	0.9	-3
O=C1OCC2=C1C(c1ccc(Cl)cc1)CC(=O)N2c1ccc(F)cc1 (centres undefined)	5	98	104	112	-5	0	1	2.5	1
COc1cccc2cc(C(=O)NCc3ccc(Cl)cc3)c(=O)oc12	0	98	98	88	2	-1	-8	0.0	-8
CC(=O)NCC(=O)OC(C(=O)c1ccccc1)c1ccc(Cl)cc1 (centres undefined)	3	107	96	111	3	5	-2	-0.3	3
CC1(C)CC(=O)c2cc(C(=O)NCc3ccco3)c(=O)n(-c3ccccc3)c2C1	1	88	87	95	-6	4	4	2.2	-2
Clc1cccc(-c2noc3ncnc(Nc4ccc5c(c4)OCO5)c23)c1	1	72	74	93	11	0	1	1.4	17
COc1ccc(NC(=S)N/C(=N/CS(=O)(=O)c2ccccc2)c2ccccc2)cc1	0	96	107	97	3	3	7	-2.6	10
Cc1ccc(CN2CCN(Cc3cc4ccccc4o3)CC2CCO)cc1 (centres undefined)	0	97	93	114	6	0	5	0.4	20
Cc1nc2ccccc2nc1OCc1ccccc1	3	110	108	103	3	2	0	1.6	-13
CC1(C)CC(=O)C/C(=N\NC(=O)C2CC2c2ccccc2)C1 (centres undefined)	0	101	96	91	-1	1	-9	-5.0	9
N=C(N)Sc1nc(N2CCCCC2)nc(N2CCCCC2)n1	3	99	97	91	-3	2	-2	0.0	1
CN1C[C@@H]2C[C@@H](C3=Cc4cc(Cl)ccc4OC3)N3CCC[C@@]23C1=O	0	91	96	102	-4	2	1	0.3	6
N#C/C(=C\c1c(N2CCN(c3ccccc3)CC2)nc2ccccn2c1=O)C(N)=O	0	88	74	92	.	.	.	1.4	21
Cc1cccc(NC(=S)N(CCCN2CCCC2)Cc2cccn2Cc2ccc(Cl)cc2)c1	0	92	98	112	-7	1	4	1.7	12
O=C(CSc1nc2cc(Cl)ccc2o1)N1CCOCC1	0	105	106	113	-8	6	-6	3.9	2
O=C(COc1ccc(Cl)cc1)Nc1ccc2[nH]ncc2c1	12	101	100	106	4	2	2	-4.9	-3
CCOC(=O)c1ccc(NC(=O)CSc2nnc(-c3cccs3)n2CC)cc1	10	110	106	91	6	0	-5	-0.8	-2
CN(C)CCN(C(=O)c1ccc2c(c1)CCCC2)c1nc2cc3c(cc2s1)OCCO3	0	100	99	90	5	4	10	-1.6	5
CCOCCOC(=O)C1=C(C)N(C)C(=O)NC1c1cc(Cl)c(O)c(OC)c1 (centres undefined)	2	112	103	93	3	5	8	-0.3	26
NC(CCCCc1ccccc1)c1cccc2ccccc12 (centres undefined)	0	91	98	92	0	6	5	0.9	13
Cc1nnc(CN(C)C(=O)c2cc(COc3ccc(F)cc3Cl)on2)o1	0	99	99	90	2	4	3	3.5	34
Cc1noc(C)c1CSCC(=O)OCC(=O)Nc1sccc1C#N	0	98	107	102	1	12	8	0.3	0
Cc1cc(NC(=O)CCC(=O)N(CC(=O)NCC2CCCO2)c2ccc(C(C)C)cc2)no1 (centres undefined)	0	101	102	92	-1	4	-1	-1.9	13
CC1(OC(=O)C2CCCC2)C(=O)C=C2C=C(c3ccsc3)N(c3ccccc3)C=C2C1=O (centres undefined)	9	?	58[may fluoresce violet]	102	25	22	18	-2.5	-4
